# SENP8 block-1: blocks the human protease SENP8; inhibition, % at 10 µM; purified SENP8, Z-RLRGG-aminoluciferin cleavage, luminescence; AID 2540; Q96LD8; 330,000 compounds, 1.2% hits; in the data active = inhibition above about 50%
# Target sequence (Q96LD8 whole entry, looked up): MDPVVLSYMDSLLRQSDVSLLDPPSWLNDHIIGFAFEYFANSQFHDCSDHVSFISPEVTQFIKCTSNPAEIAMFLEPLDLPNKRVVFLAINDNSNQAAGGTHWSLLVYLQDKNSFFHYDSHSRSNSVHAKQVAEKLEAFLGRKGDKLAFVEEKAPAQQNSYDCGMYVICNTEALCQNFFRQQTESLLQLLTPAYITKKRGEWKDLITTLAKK
# SENP1 FRET inh: blocks the human SENP1 SUMO protease catalytic domain. Q9P0U3. recombinant SENP1 catalytic domain, CyPet-SUMO1-YPet FRET cleavage. inhibition, % at 10 µM. 360,000 compounds, 0.21% hits;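 active = inhibition at least 30% at 10 µM, raw YFP signal under a set limit, fluorescence ratio 0.5 to 1.5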;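 also: 0% = enzyme with DMSO and 100% = no enzyme wells; some results filed as inactive read as strong as hits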
# Target sequence (Q9P0U3 419-644 limits assumed): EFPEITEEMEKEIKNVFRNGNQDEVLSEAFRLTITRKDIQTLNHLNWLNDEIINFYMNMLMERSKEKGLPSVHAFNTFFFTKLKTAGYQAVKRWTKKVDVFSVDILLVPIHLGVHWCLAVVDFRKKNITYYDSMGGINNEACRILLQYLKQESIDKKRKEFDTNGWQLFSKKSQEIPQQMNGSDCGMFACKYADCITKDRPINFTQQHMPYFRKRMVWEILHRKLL
#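 Material: hSENP1 catalytic domain, recombinant; medium: Tris pH 8 with BME, BSA, NP40 and catalase; compound: single concentration of 10 µM compound, 0.5% DMSO final; technique: FRET read of cyan and yellow fluorescence; timing: 50 min enzyme reaction, room temperature, light-protected; reagent: SFCypet-SUMO1-SFYpet substrate at 25 nM; control set: no-enzyme low, enzyme-DMSO high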
# PfGluPho inh: PfG6PD (Plasmodium falciparum) enzyme inhibition; PfGluPho enzyme, NADPH resazurin-diaphorase fluorescence; AID 504690; 350,000 compounds, 0.78% hits; inhibition, % at 20 µM;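 active = inhibition reaching at least a set limit at 20 µM in the primary screen, cut at about 59% in these data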;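 also: 0% = DMSO wells with substrate and 100% = DMSO wells lacking glucose-6-phosphate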
# Apaf-1 inh: human Apaf-1 inhibition; O14727; reconstituted apoptosome caspase-3 activity, DEVD-Rh110 fluorescence; inhibition, % at 20 µM; 330,000 compounds, 0.71% hits; AID 489030; active = inhibition of at least 40% at 20 µM;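 also: plate controls were DMSO wells for no effect and DEVD-CHO caspase inhibitor wells for full effect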
#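 Material: cell-free apoptosome with Apaf-1, procaspase-3 and caspase-9; Buffer or medium: Hepes pH 7.5 with detergent and BSA; Reagent: cytochrome c trigger plus (Z-DEVD)2-Rh110 caspase-3 substrate; Times: compound with Apaf-1, dATP, procaspase-3 30 min, then 50 min reaction, room temperature; Technique: Rh110 fluorescence intensity.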
# SENP7 block: blocks the human protease SENP7; Q9BQF6; recombinant SENP7, Z-RLRGG-aminoluciferin luminescence, 40 min; inhibition, % at 5 µM; 330,000 compounds, 1.5% hits;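 active = inhibition above about 50% at the single test dose, limit read from the data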;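 also: plate controls were DMSO with enzyme for no effect and no enzyme buffer wells for full effect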
# Target sequence (Q9BQF6 706-1050 limits assumed): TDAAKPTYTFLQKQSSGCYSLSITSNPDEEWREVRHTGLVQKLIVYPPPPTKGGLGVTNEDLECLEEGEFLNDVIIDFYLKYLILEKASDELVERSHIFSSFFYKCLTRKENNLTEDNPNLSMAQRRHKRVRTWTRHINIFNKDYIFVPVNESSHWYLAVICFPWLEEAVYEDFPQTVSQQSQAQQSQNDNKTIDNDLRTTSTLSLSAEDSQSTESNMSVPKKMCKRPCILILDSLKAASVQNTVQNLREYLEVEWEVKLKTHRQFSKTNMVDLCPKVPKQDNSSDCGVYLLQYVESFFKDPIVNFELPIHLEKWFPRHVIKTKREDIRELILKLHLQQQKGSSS
# HKDC1 inhibitor: HKDC1 (human) hexokinase inhibition | recombinant HKDC1, G6PDH/diaphorase resazurin coupled fluorescence | inhibition, % at 20 µM | 340,000 compounds, 0.16% hits;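 active = inhibition above about 35% when tested at 20 µM, limit read from the data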;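 also: plate controls were DMSO wells with enzyme for no effect and DMSO wells lacking enzyme for full effect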
#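 Test system: Recombinant HKDC1 (HK5) hexokinase enzyme, produced in-house | Input: HKDC1 at 5 µg/mL | Buffer or medium: Tris pH 8.0 buffer with MgCl2, Tween-20, BSA, BME | Schedule: 90 min reaction incubation at room temperature, dark | Technique: Resazurin-to-resorufin fluorescence via G6PDH and diaphorase coupling, 525/613 nm | Controls: DMSO wells with and without enzyme mix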
# SENP6 inh: inhibitors of human SENP6 protease; Recombinant SENP6 catalytic domain, aminoluciferin luminescence; inhibition, % at 10 µM; 330,000 compounds, 1.8% hits; AID 2599;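 active = inhibition above about 50% at the single tested dose, limit read from the data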;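 also: plate controls were DMSO wells with enzyme for no effect and DMSO wells lacking enzyme for full effect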
# SENP8 block-2: SENP8 (human) protease inhibition; Q96LD8; recombinant SENP8, Nedd8 substrate fluorescence; inhibition, % at 20 µM; 360,000 compounds, 0.64% hits; AID 602440; in the data active = inhibition mostly above about 40%, no sharp cut-off; inactive = mostly below about 27%
# Numbers without * were called inactive; · = not tested or not shown.
SMILES,SENP8 block-1,SENP1 FRET inh,PfGluPho inh,Apaf-1 inh,SENP7 block,HKDC1 inhibitor,SENP6 inh,SENP8 block-2
COc1cccc(/C=C/C(=O)OCC(=O)c2ccccc2)c1OC,19,1,20,6,32,-3,19,-401
CCN(CC)C(=O)c1sc(NC(=O)c2cccs2)c(C#N)c1C,-9,-31,-5,8,-7,-10,20,-12
O=C1CSC(=S)N1N=Cc1c(O)ccc2ccccc12,·,-30,54,·,·,-10,·,-303
CCCn1cc(S(=O)(=O)c2ccccc2)c(=O)c2cc(OCC)ccc21,-10,-1,1,-10,26,-4,-10,-14
O=C(CCC(=O)N(CC(=O)NC1CCCC1)C1CCCC1)Nc1ccccn1,-3,3,-17,-1,0,-5,-17,22
CCOC(=O)C(NCc1ccccc1OC)(NC(C)=O)C(F)(F)F (stereo not drawn),2,3,0,4,-6,-2,-8,12
O=C(CSc1ccc(C(F)(F)F)cc1[N+](=O)[O-])Nc1ccccc1,-10,2,2,4,-12,-11,-22,19
Cc1ccc(C)c(SCC(=O)NCC(c2ccco2)N2CCCCC2)c1 (stereo not drawn),2,-1,8,20,-7,-4,-5,0
COc1cc(-c2nnc(COc3ccc4cc(Br)ccc4c3)o2)cc(OC)c1OC,-5,-1,-20,5,-3,-4,7,7
COC(=O)c1ccc(NC(=O)Cn2nc(-c3ccncc3)nc2SCC(=O)Nc2nccs2)cc1,-8,-7,-12,3,-10,-9,-15,-20
O=C(CSc1nnc(-c2ccccc2F)o1)N1CCNC1=O,-12,2,-9,-1,-12,-4,-10,1
CCNc1nc(NC(C)(C)C)nc(Oc2ccc(=O)n(-c3ccccc3)n2)n1,-5,2,3,-3,-2,-8,5,2
COc1ccccc1CNC(=O)c1ccccc1OC,-2,1,4,-4,4,-6,8,11
O=S(=O)(c1ccccc1)N1CCN(CCO)CC1,-3,1,-5,0,16,-5,11,3
N#Cc1ccc(C23OCCN2CCn2nc4ccccc4c23)cc1 (stereo not drawn),-3,4,-10,-2,9,-3,17,-24
CC(=O)Nc1sc(C)c(C)c1C(=O)OCC(=O)Nc1cccc(C)c1,-8,-1,-16,-12,-14,0,-6,-123
CCOCCCNC(=O)c1cn(CC(C)C)c(=O)c2c1c1ccccc1n2C,2,1,11,-2,0,-2,17,-240
COc1ccc([C@H]2CC(=O)C=C(c3cccc4c3sc3ccccc34)C2)cc1OC,0,0,1,22,10,1,3,1
N#Cc1c(N2CCN(c3ccc(F)cc3)CC2)nc(N)c2c(N)nc3c(c12)CC(=O)N3C1CC1,·,-23,2,·,·,10,·,-328
O=S(=O)(Cc1ccc(Cl)cc1)NCc1ccc2c(c1)OCO2,0,1,-5,10,0,-5,-2,8
COc1cccc(CCNC(=O)c2cc(COc3c(F)cccc3F)on2)c1,-9,-2,10,9,10,-1,-22,1
COc1cccc(CCNC(=O)CCc2nnc(-c3cc(C)oc3C)o2)c1,-10,-4,-7,-4,17,2,-1,-12
O=C(c1ccc2c(c1)OCCO2)N1CCN(c2ccc([N+](=O)[O-])cc2)CC1,6,·,·,-1,2,·,5,·
CC(C)(C#N)C(C)(C)c1nn[nH]n1,-1,4,-2,-11,1,10,-7,24
Clc1ccc(-c2cn3c(n2)-c2ccccc2C3)cc1Cl,93*,-1,55,-2,98*,0,94*,2
O=C(NCc1ccccc1)c1cc2nc(C3CC3)cc(C(F)(F)F)n2n1,2,0,-13,10,4,-1,-9,-33
COc1cc(OC)cc(C(=O)NCC(=O)OCC(=O)N2CC(C)CC(C)C2)c1 (stereo not drawn),-6,2,7,-5,-2,-11,-20,3
Cc1cc(C)n2[nH]c(=O)c(N=Nc3ccc(S(N)(=O)=O)cc3)c2n1,0,4,10,2,1,-6,17,20
O=C(CN(Cc1ccccc1Cl)C(=O)c1csnn1)NCCc1ccccc1,-1,1,0,-2,-6,-5,-21,12
Cc1ccc2c(-c3ccc([N+](=O)[O-])cc3)cc(=O)[nH]c2c1,-7,1,0,-10,3,-6,-10,14
COC(=O)CCNC(=O)c1nn(Cc2ccccc2)c(=O)c2ccccc12,3,0,8,-2,0,-2,-3,6
O=c1cc(-c2ccsc2)oc2ccc(-c3ccc4cc[nH]c4c3)cc12,-17,3,11,13,11,1,30,-70
CN(Cc1ccccc1)S(=O)(=O)c1ccc(N2CCCC2=O)cc1,4,-1,0,-7,-13,1,-11,6
Cc1cc(OCC(=O)OCC(=O)NCC2CCCO2)ccc1Cl (stereo not drawn),-11,6,-14,6,-7,3,-4,1
O=S(=O)(NCC1OCCc2ccccc21)c1ccc(S(=O)(=O)N2CCOCC2)cc1 (stereo not drawn),-6,3,-16,8,-6,-8,-19,7
Cc1ccc(Cn2nnc3c(=O)[nH]c(C4CCN(S(=O)(=O)c5ccc(F)cc5)CC4)nc32)cc1,-3,-1,0,24,5,4,4,16

# Quoted from the listing.
# In SENP8 block-1, `CN(Cc1ccccc1)S(=O)(=O)c1ccc(N2CCCC2=O)cc1` reads 4
# In SENP1 FRET inh, `COc1cc(OC)cc(C(=O)NCC(=O)OCC(=O)N2CC(C)CC(C)C2)c1` (stereo not drawn) reads 2
# In Apaf-1 inh, `O=c1cc(-c2ccsc2)oc2ccc(-c3ccc4cc[nH]c4c3)cc12` reads 13
# In HKDC1 inhibitor, `O=C(NCc1ccccc1)c1cc2nc(C3CC3)cc(C(F)(F)F)n2n1` reads -1
# In SENP8 block-1, `Cc1ccc2c(-c3ccc([N+](=O)[O-])cc3)cc(=O)[nH]c2c1` reads -7

# The listing picks up, starting 2 compounds before the break.
SMILES,SENP8 block-1,SENP1 FRET inh,PfGluPho inh,Apaf-1 inh,SENP7 block,HKDC1 inhibitor,SENP6 inh,SENP8 block-2
O=S(=O)(NCC1OCCc2ccccc21)c1ccc(S(=O)(=O)N2CCOCC2)cc1 (stereo not drawn),-6,3,-16,8,-6,-8,-19,7
Cc1ccc(Cn2nnc3c(=O)[nH]c(C4CCN(S(=O)(=O)c5ccc(F)cc5)CC4)nc32)cc1,-3,-1,0,24,5,4,4,16
CCc1nnc(NC(=O)CSc2nnc(C)n2CC2CCCO2)s1 (stereo not drawn),1,1,2,0,-2,-1,-10,21
CCc1ccc(S(=O)(=O)N/N=C\c2ccc3c(c2)OCO3)cc1,-6,0,-13,3,3,-2,-7,4
CN(C)S(=O)(=O)c1ccc(C(=O)NCc2nnc(SCC(=O)N3CCCCCC3)o2)cc1,6,-1,4,4,-6,5,-4,-9
Cc1cc(NC(=O)C2CCCCC2)n(-c2nc3ccccc3[nH]2)n1,4,1,13,17,8,-2,-4,22
CCOc1ccc(NC(=O)c2cccc3c2C(=O)N(CC2CCCO2)C3)cc1 (stereo not drawn),-3,1,7,8,3,-4,-6,6
COc1ccc(S(=O)(=O)N(CC(=O)NCc2ccncc2)Cc2ccccc2)cc1,-3,2,4,7,4,-4,-21,-1
O=C(CN1CCN(c2ccc(Cl)cc2)CC1)Nc1ccc(F)cc1,10,2,1,14,4,6,4,22
Cc1ccc(-n2cccn2)cc1,-10,0,-11,-3,-5,-9,-3,9
O=C(C[C@H]1C/C=C\C[C@H](NC(=O)OCC2c3ccccc3-c3ccccc32)C(=O)OC[C@H](Cc2ccccc2)NC1=O)N[C@H](CO)Cc1ccccc1,5,-4,-6,22,8,2,-2,18
Cc1cccc(/C(N)=N/OC(=O)c2ccc(Br)o2)c1,70*,-1,9,2,78*,-6,80*,12
CCc1cc(=O)oc2cc(C)cc(OC(C)C(=O)NCc3ccccn3)c12 (stereo not drawn),6,-1,-6,6,-4,0,-12,-237
Cc1c(NC(=O)/C=C/C(=O)O)cccc1[N+](=O)[O-],0,3,5,-21,-2,-7,-16,3
CCN1C(=O)/C(=C\c2nc3ccccc3c(=O)n2CC)c2ccccc21,4,-1,-4,21,-10,2,-6,26
O=C(Nc1ccncc1)C1CCN(S(=O)(=O)c2cccc(C(F)(F)F)c2)CC1,-19,1,14,39,-9,4,0,18
O=C(/C=C/c1cccs1)NCc1cccs1,-3,3,1,-4,-2,-5,3,-80
O=C(NCCNS(=O)(=O)c1ccccc1)c1cc(OCC(F)(F)F)ccc1OCC(F)(F)F,4,-2,-14,4,-1,-1,-5,15
COC(C(=O)Nc1ccc(NC(=O)C(OC)c2ccccc2)cc1)c1ccccc1 (stereo not drawn),0,1,-13,1,1,3,4,14
CC1Sc2ccc(S(=O)(=O)N3CCC(C(=O)NCc4ccc(Cl)cc4)CC3)cc2NC1=O (stereo not drawn),5,3,5,15,1,5,-4,10
Cc1cc(C)c2c(-n3cccc3)c(NC(=O)OC(C)C)sc2n1,-7,1,62*,16,12,-2,-1,-12
Cc1nc2ccc(NC(=O)c3ccco3)cc2nc1C,-13,2,8,2,-7,-13,2,-20
NC(=O)Cn1c(=O)oc2ccccc21,-3,1,-10,0,-2,0,-10,5
CCNc1nc(NCC)n2c(SCC(=O)Nc3ccc(CC)cc3)nnc2n1,0,0,57,5,7,-3,-26,12
CCN(CCCNC(=O)CCNC(=O)Cn1cnc2ccccc2c1=O)c1ccccc1,2,-2,7,-3,-4,-3,-15,12
COc1cc(-c2nnc(SCC3(c4ccc(Br)cc4)OCCO3)o2)cc(OC)c1OC,-2,-1,-2,22,-6,-4,-10,0
O=C(Cc1ccc(F)cc1)NC(Cc1c[nH]c2ccccc12)C(=O)O (stereo not drawn),-4,-1,-26,3,8,3,10,6
COc1ccc(C)cc1NC(=S)N1CCN(c2ccccn2)CC1,7,1,0,-9,-4,-7,8,13
CC(=O)N/C(=C/c1ccc(OS(=O)(=O)c2ccc(C)cc2)cc1)C(=O)NCCO,-4,-1,6,-1,-3,-6,-22,10
COCCCNc1ncnc2nc[nH]c12,2,-1,14,-2,-2,-2,-1,6
COc1ccc(C(=O)NCC(=O)OCC(=O)c2c(C)[nH]c3ccccc23)cc1OC,4,-3,14,-7,-8,-1,-6,2
NC(=O)CC(NC(=O)Cc1cccc2ccccc12)c1ccc(NCCc2cccc(F)c2)c([N+](=O)[O-])c1 (stereo not drawn),4,20,-13,-1,8,1,-1,24
Cc1ccccc1C(=O)N1CCC(C(=O)NC2CCCCCC2)CC1,-4,2,-4,8,5,-7,5,2
CCCCN(C(=O)Cn1nnc2ccccc21)C(C(=O)NCCOC)c1ccccc1 (stereo not drawn),1,2,-12,4,11,-5,-19,6
COc1ccccc1C(=O)NC(CCSC)C(=O)NCC(c1cccs1)N1CCOCC1 (stereo not drawn),9,-1,1,6,-14,-3,-14,14
COc1ccc(C(=O)CCC(=O)NCCc2c[nH]c3ccccc23)cc1,-4,-1,-2,4,1,0,-49,9
Cc1cc(OCCCC(=O)Nc2cccc(-n3cnnn3)c2)ccc1Cl,12,0,13,25,-3,-3,-8,13
c1ccc(OCCCc2nc(-c3ccccn3)no2)cc1,-7,3,8,-2,-11,-3,-8,23
Cc1cc(C)c(C#N)c(OCC(=O)c2ccc(Br)cc2)n1,-5,-1,20,11,-10,-4,3,0
Cc1cnc(NC(=O)C(C)N2C(=O)C3CC=CCC3C2=O)s1 (stereo not drawn),3,-1,-3,-4,3,-7,-1,18
CN(C(=O)c1cccc(NC(=O)Cc2ccc(NC(=O)C3CCCN(C(=O)C4CCC4)C3)cc2)c1)C1CC1 (stereo not drawn),·,6,7,·,·,-7,·,4
CC(OC(=O)Cc1coc2cc3c(cc12)CCC3)C(=O)NC(N)=O (stereo not drawn),-9,-1,-1,11,-4,3,-13,12
O=C(CSc1ncccn1)N1CCN(C(c2ccccc2)c2ccccc2)CC1,6,3,-7,-1,0,3,-8,17
